# Bioassay records: PubChem, several laboratories
# FXIIa inh 1536 – blocks human coagulation factor XIIa protease activity | P00748 | purified FXIIa, Boc-QGR-AMC fluorogenic substrate, 2 h | inhibition, % at 5 µM | 0.3% of 220,000 active; in the data active = inhibition above about 40%;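 also: 0% = enzyme with no compound and 100% = blank without enzyme; many of its hits are not listed in these tables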
# FXIa inh 1536 – factor XIa (human) inhibition; purified FXIa, Boc-Glu-Ala-Arg-AMC fluorogenic substrate; 0.14% of 220,000 active; inhibition, % at 5 µM;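 active = inhibition of at least 40%; inactive = inhibition below 40%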;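 also: fluorescence of freed AMC excited at 355 nm; 0% = enzyme without compound and 100% = no enzyme blank; many of its hits are not listed in these tables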
# Thrombin inh – inhibitors of human thrombin; alpha-thrombin, Boc-VPR-AMC fluorogenic substrate cleavage; inhibition, % at 5 µM; P00734; 0.26% of 220,000 active;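 active = inhibition at or above 40%; inactive = inhibition below 40%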;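 also: 0% = enzyme with no compound and 100% = wells without enzyme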
#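 System – human alpha-thrombin protein · Reagent – Boc-VPR-AMC substrate, 15 µM final · Compound – 5 µM single dose in 0.2% DMSO · Schedule – reaction at room temperature · Technique – AMC fluorescence at 355 nm excitation and 460 nm emission · Read-out basis – % inhibition relative to enzyme controls and enzyme-free blanks · Control set – no-compound enzyme wells and no-enzyme blanks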
# Runt-SMMHC FRET – Runt domain-CBFb-SMMHC interaction inhibition; 0.74% of 220,000 active; inhibition, % at 20 µM; AID 1434; Cerulean-Runt/Venus-CBFb-SMMHC FRET ratio 530/480, 1 h; Q01196+Q13951;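 active = mean inhibition across duplicate retests at 20 µM reaching about 50%, limit read from the data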;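 also: 0% = DMSO wells and 100% = wells with excess untagged CBFb-SMMHC; inhibitors lower the FRET ratio by blocking Runt binding to CBFb-SMMHC; some results filed as inactive read as strong as hits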
# KLK5 inh – inhibitors of human kallikrein 5; Q9Y337; recombinant hK5, fluorogenic AMC substrate cleavage; inhibition, % at 5 µM; 0.59% of 210,000 active; AID 873;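 active = inhibition of 40% or more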;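 also: 0% = enzyme controls without compound and 100% = no-enzyme blanks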
# Target sequence (Q9Y337 67-293 limits assumed): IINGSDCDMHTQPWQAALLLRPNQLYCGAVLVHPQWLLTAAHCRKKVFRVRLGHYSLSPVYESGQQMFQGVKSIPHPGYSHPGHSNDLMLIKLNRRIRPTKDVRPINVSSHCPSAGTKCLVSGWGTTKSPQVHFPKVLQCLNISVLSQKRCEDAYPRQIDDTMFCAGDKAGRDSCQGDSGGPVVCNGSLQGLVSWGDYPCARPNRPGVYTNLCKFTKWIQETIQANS
# 14-3-3 Bad PPI – disrupts binding of bovine 14-3-3 zeta to phospho-Bad peptide | P63103 | TR-FRET 14-3-3zeta/Dy647-pBad peptide displacement, 1 h | inhibition, % at 21.7 µM | 0.71% of 220,000 active;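 active = inhibition above about 70%, limit read from the data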;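 also: 0% = full 14-3-3 plus peptide FRET controls and 100% = background without 14-3-3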
# Runt-CBFb FRET – inhibitors of human RUNX1 Runt domain binding to CBFb. Q01196+Q13951. Cerulean-Runt/Venus-CBFb FRET ratio 530/480, 1 h. inhibition, % at 20 µM. 0.46% of 220,000 active. AID 1496;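 active = inhibition over about 50% at 20 µM in the single-dose screen, limit read from the data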;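 also: 0% = DMSO wells and 100% = excess unlabeled CBFb competitor control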
#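 Measured by: fluorescence energy transfer, 422 nm excitation, 530/480 nm emission; test system: Cerulean-tagged RUNX1 Runt domain (FRET donor) fusion protein; buffer or medium: Tris pH 7.5 buffer with BSA; compound: one dose, 20 µM compound, 1% DMSO; times: two 1 h room-temperature incubations shielded from light; benchmarks: unlabeled CBFb 5 µM, positive control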
# Hck-Nef inh – blocks Nef-activated human Hck kinase; P08631; Recombinant Hck-YEEI plus Nef, Z-Lyte FRET kinase assay; inhibition, % at 20 µM; 0.68% of 220,000 active;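 active = Hck-Nef kinase inhibition above about 50%, limit read from the data; inactive = inhibition below that limit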;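 also: 0% = DMSO with Hck plus Nef and 100% = Hck alone without Nef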
# Wee1 degr inh – blocks degradation of human Wee1 kinase | 1.2% of 220,000 active | HeLa Luc-Wee1K328M stability, luciferase luminescence; 100% = proteasome inhibitor MG132 effect | P30291 | reporter increase, % at 5 µM;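 active = activation above the mean of all tested compounds plus 3 SD, set per screening run, cut at about 8.8% in these data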;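 also: cells exposed to compound for 20 h before luminescence read; 0% = DMSO alone and 100% = MG132 at 30 µM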
# Target sequence (P30291 whole entry K328M): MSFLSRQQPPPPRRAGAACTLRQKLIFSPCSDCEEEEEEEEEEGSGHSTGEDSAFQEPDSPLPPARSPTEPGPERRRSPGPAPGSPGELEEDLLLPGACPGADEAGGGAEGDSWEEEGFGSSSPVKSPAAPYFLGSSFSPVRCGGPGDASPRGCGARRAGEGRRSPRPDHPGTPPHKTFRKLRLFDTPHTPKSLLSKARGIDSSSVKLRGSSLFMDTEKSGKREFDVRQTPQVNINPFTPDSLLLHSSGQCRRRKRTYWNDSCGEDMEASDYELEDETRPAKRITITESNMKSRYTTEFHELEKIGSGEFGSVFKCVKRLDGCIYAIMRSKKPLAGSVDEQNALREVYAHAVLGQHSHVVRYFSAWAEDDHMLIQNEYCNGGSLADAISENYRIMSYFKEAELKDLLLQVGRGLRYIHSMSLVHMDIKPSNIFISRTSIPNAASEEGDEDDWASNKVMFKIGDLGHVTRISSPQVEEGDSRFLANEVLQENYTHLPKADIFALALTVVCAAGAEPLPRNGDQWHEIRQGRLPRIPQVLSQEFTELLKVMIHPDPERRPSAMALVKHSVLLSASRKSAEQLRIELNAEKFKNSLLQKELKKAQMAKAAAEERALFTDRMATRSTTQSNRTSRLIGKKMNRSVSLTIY
# * marks the source's active call; other numbers are inactive results; / = no result given; [ ] = another dose, or the depositor's remark.
SMILES,FXIIa inh 1536,FXIa inh 1536,Thrombin inh,Runt-SMMHC FRET,KLK5 inh,14-3-3 Bad PPI,Runt-CBFb FRET,Hck-Nef inh,Wee1 degr inh
O=C(COc1ccc(S(=O)(=O)N2CCOCC2)cc1)NC1CCCC1,3,-2,-10,-4,-13,-2,0,0,-1
CCOC(=O)c1sc2ncnc(N3CCN(c4ccc(OC)cc4)CC3)c2c1C,11,7,-1,-8,5,-4[fluorescence artefact?],-2,-1,-4
CCOC(=O)N1CCN(C(c2ccccc2)c2sc3nc(C)nn3c2O)CC1 (stereo not given),10,1,0,1,-11,9[fluorescence artefact?],-2,1,4
CN(C)CCCNC(=O)CCC1CCCCC1,0,14,18,1,17,0,0,2,-2
COc1ccccc1N1CCN(C(=O)COc2ccc(Cl)cc2Br)CC1,11,-1,-3,-3,-2,-10,-5,-1,-5
CCn1c(=O)c2ccccc2n2c(SCC(=O)N3CCc4ccccc4C3)nnc12,13,4,-2,-6,-23,14,0,7,-2
O=C1CC(N2CCN(CCc3ccccn3)CC2)C(=O)N1c1ccc(Cl)cc1 (stereo not given),9,-2,-7,0,16,13,1,-1,-3
COC(=O)c1cc(OC)c(OC)cc1NC(=O)c1cc(C(C)(C)C)oc1C,8,3,-1,-5,2,-8,-2,6,1
COc1ccc(-n2nc3c(c2NC(=O)c2ccc(S(=O)(=O)N4CCOCC4)cc2)CS(=O)(=O)C3)cc1,8,-1,-9,-1,1,-8,0,24,2
N#Cc1nc(-c2ccccc2Cl)oc1NCc1ccco1,19,8,2,-1,-11,-3[fluorescence artefact?],0,10,2
Cc1cc(N2CCN(C)CC2)nc(N2CCOCC2)n1,19,5,2,0,-23,-6,-2,0,-1
O=C(Nc1ccc2c(c1)CCC2)c1c(F)cccc1Cl,13,6,13,0,15,8,0,17,8.9*
Cc1ccc2c(c1)[nH]c1c(=O)n(CCC3=CCCCC3)cnc12,5,-3,64*,3,19,-5,-3,1,0
Cc1cc(C(F)(F)F)c(C#N)c(SCC(=O)NC2CC2)n1,7,2,-6,-1,-19,-9[fluorescence artefact?],-2,0,-3
COC(=O)c1ccc(CC(=O)c2c(C)cc(O)cc2O)o1,13,4,4,12,-14,-16,30,2,-1
CN(C)C(=O)N1CCCC(C(=O)NCc2cccs2)C1 (stereo not given),5,3,-9,-2,5,3,-2,1,2
N#CC(c1cccc(Cl)c1)c1ccc2c(C(F)(F)F)cc(C(F)(F)F)nc2n1 (stereo not given),12,4,-2,-2,-10,-17,-2,0,7
COc1ccc(CC(NC(C)=O)C(=O)NC2CCN(C(=O)c3cnccn3)CC2)cc1 (stereo not given),22,1,32,-2,30,-13,-3,0,3
CC(C)OC(=O)CCCCCN1C(=O)CSC1=S,17,2,-3,-20,-3,4[fluorescence artefact?],-1,1,9.0*
O=C(NCCCc1ccccc1)c1cnc2n(c1=O)CCS2,10,2,-5,-3,-47,12,-1,-6,-2
Cc1cnc(N)c2c(=O)oc3ccccc3c12,7,4,-4,4,-8,2,5,7,2
O=C(Cn1c(=O)n(Cc2ccco2)c(=O)c2c3c(sc21)CCCCC3)Nc1ccccc1,7,-3,-1,14,-2,9,20,1,-1
O=C(NCc1ccc(Cl)cc1)c1cccnc1,4,-4,-9,-3,-1,-2,-2,-2,0
Nc1nnc(Cc2c[nH]c3ccccc23)s1,-16,-8,-12,4,-26,-17[fluorescence artefact?],0,2,8
N#CC12COC3(CCCCC3C1(C#N)C#N)OC2=N (stereo not given),7,-1,-1,18,0,-2,1,13,2
# Additional compounds:
SMILES,FXIIa inh 1536,FXIa inh 1536,Thrombin inh,Runt-SMMHC FRET,KLK5 inh,14-3-3 Bad PPI,Runt-CBFb FRET,Hck-Nef inh,Wee1 degr inh
CCC(=O)Nc1cc(-c2nn(C)c(=O)c3ccccc23)ccc1OC,5,11,1,3,-15,2,-1,2,2
Cc1ccc(Nc2nc(N)c(C#N)c(CC#N)c2C#N)cc1,23,31,28,-4,10,-4,1,-5,-1
N/C(=N\OC(=O)/C=C/c1ccccc1)c1ccccc1,12,9,0,-1,2,12,-1,-2,0
COc1ccc(N2CCN(C(=O)CCCCn3c(=O)[nH]c4ccsc4c3=O)CC2)cc1,-5,-2,-4,0,-5,-7,0,-1,2
Cc1cccc(N2CCN(c3nc4ccccc4n4cnnc34)CC2)c1C,6,-3,0,-1,6,4[fluorescence artefact?],-2,-2,0
O=C(O)c1cccc(NC(=S)NC(=O)c2ccc(-c3ccccc3)cc2)c1,6,-1,-2,-5,14,-1,-2,30,4
CC(=O)CSc1nnc2cc(C)c3ccccc3n12,10,4,/,5,-1,-1,0,20,-1
CC(/C=C/c1ccccc1)=N\Nc1nc(C)cc(C)n1,6,-2,1,1,0,45[fluorescence artefact?],0,-7,-2
Cc1ccccc1-n1c(SCC(=O)N2CCCC2)nnc1-c1ccccn1,13,1,3,-2,4,-7,0,1,-3
Nc1ccccc1-c1nc2ccccc2s1,4,-6,-8,55*,-3,73*,22,37,1
CSc1cccc(CNC(=O)CC2C(=O)NCCN2CC(C)(C)C)c1 (stereo not given),7,0,-4,-6,/,-15,-4,-14,-1
CCOc1ccc(N(CC(=O)Nc2ccccc2C)S(=O)(=O)c2c(C)[nH]c(=O)[nH]c2=O)cc1,10,2,3,1,0,3,-1,8,-4
Nc1cc([N+](=O)[O-])ccc1Nc1ccc(O)cc1,7,0,-3,-6,0,-5,6,26,-1
Cc1ccc(S(=O)(=O)N(C)C)cc1NC(=S)N1CCc2ccccc21,4,-2,-3,4,9,-10,5,19,-1
COC(=O)[C@H]1C[C@@H]1[C@H](NS(=O)(=O)c1ccc2ccccc2c1)c1ccccc1,15,4,-3,4,-8,-10,-1,-2,-1
CC(=O)c1ccc(N2CCN(S(=O)(=O)c3cccc(S(=O)(=O)N4CCOCC4)c3)CC2)cc1,47*,9,12,-1,90*,13,0,3,-2
COC(=O)C(CSCc1ccccc1)NC(=O)CSc1nc(C)cc(=O)[nH]1 (stereo not given),6,-3,-8,-1,/,-1,-1,3,-3
CCOc1ccc(C(=O)/C=C/c2ccc(OC)c(OC)c2)cc1,10,1,1,-14,3,-2,-8,-1,-1
Nc1ncnc(N2CCc3ccccc32)c1[N+](=O)[O-],0,-4,7,1,-2,-3,-1,20,0
N#Cc1c(Sc2ncc(C(F)(F)F)cc2Cl)nsc1C/C=N\OCc1ccccc1Br,14,0,0,18,-10,-3,6,-2,-2
Cn1ncc([N+](=O)[O-])c1C(=O)N/N=C/c1cccc([N+](=O)[O-])c1,0,-7,-10,-5,-5,-4,2,26,4
CC(SC1=NCCS1)C(=O)Nc1nnc(-c2ccc(Br)cc2)s1 (stereo not given),2,-4,-9,2,-38,1,-4,1,-1
O=C(Cc1c(Sc2ccccc2)c2ccccc2n1Cc1ccccc1)NCCO,13,7,1,2,-20,15[fluorescence artefact?],-4,6,-1
CCOC(=O)C(NC(=O)c1ccccc1)(N1CCOCC1)C(F)(F)F (stereo not given),-12,-11,-5,-2,27,10,0,0,1
O=C(NC(=S)Nc1nc(-c2cccc([N+](=O)[O-])c2)cs1)c1cc(Cl)ccc1Cl,4,-3,-7,-4,-2,-6,2,35,-2
# The results go on.
SMILES,FXIIa inh 1536,FXIa inh 1536,Thrombin inh,Runt-SMMHC FRET,KLK5 inh,14-3-3 Bad PPI,Runt-CBFb FRET,Hck-Nef inh,Wee1 degr inh
COC(=O)c1cc2c(cc1N)OCCO2,1,0,-14,0,3,12,4,26,2
CCOC(=O)COc1ccsc1C(=O)OC,8,2,0,5,6,6,0,0,2
O=C(O)CC(C(=O)OC1CCCCC1)N1CCOCC1 (stereo not given),9,-3,-5,-1,1,2,1,5,0
CN1C(=O)C(CC(=O)Nc2ccc(F)cc2)N(Cc2ccco2)C1=S (stereo not given),5,-3,-3,-2,-4,-7,14,-10,4
CC(C)(C)n1nnnc1C(c1ccc(C(F)(F)F)cc1)N(Cc1ccccc1)Cc1ccco1 (stereo not given),13,2,5,-3,-11,-5,-2,1,-2
C=CCc1cc(/C=C2/NC(=O)N(CC(=O)OC)C2=O)cc(OC)c1O,38,9,-4,-10,4,0,-2,17,-2
N/C(=N\OC(=O)c1ccccc1Cl)c1ccc(Cl)cc1,14,0,0,-2,4,16,-1,1,5
Cc1ccc(Nc2nc(N)nc(CN3CCN(C(=O)c4ccco4)CC3)n2)cc1Cl,13,-4,0,1,-16,-4,2,-1,-3
COc1cc(C(=O)N2CCN(C(=O)c3ccccc3)CC2)cc(OC)c1OC,22,1,2,-4,-11,9,0,1,0
CC(CCc1ccccc1)NC(=O)Cc1cccs1 (stereo not given),10,-2,-8,-3,1,-5,0,19,6

# Three of the compounds above, as labelled records:
structure: CC(CCc1ccccc1)NC(=O)Cc1cccs1 (stereo not given)
  FXIIa inh 1536: 10
  FXIa inh 1536: -2
  Thrombin inh: -8
  Runt-SMMHC FRET: -3
  KLK5 inh: 1
  14-3-3 Bad PPI: -5
  Runt-CBFb FRET: 0
  Hck-Nef inh: 19
  Wee1 degr inh: 6
structure: O=C(O)CC(C(=O)OC1CCCCC1)N1CCOCC1 (stereo not given)
  FXIIa inh 1536: 9
  FXIa inh 1536: -3
  Thrombin inh: -5
  Runt-SMMHC FRET: -1
  KLK5 inh: 1
  14-3-3 Bad PPI: 2
  Runt-CBFb FRET: 1
  Hck-Nef inh: 5
  Wee1 degr inh: 0
structure: COc1cc(C(=O)N2CCN(C(=O)c3ccccc3)CC2)cc(OC)c1OC
  FXIIa inh 1536: 22
  FXIa inh 1536: 1
  Thrombin inh: 2
  Runt-SMMHC FRET: -4
  KLK5 inh: -11
  14-3-3 Bad PPI: 9
  Runt-CBFb FRET: 0
  Hck-Nef inh: 1
  Wee1 degr inh: 0

# Taken from above.
# Under Runt-CBFb FRET, `CC(C)(C)n1nnnc1C(c1ccc(C(F)(F)F)cc1)N(Cc1ccccc1)Cc1ccco1` (stereo not given) has -2
# Under Runt-CBFb FRET, `CN1C(=O)C(CC(=O)Nc2ccc(F)cc2)N(Cc2ccco2)C1=S` (stereo not given) has 14

# Among those listed so far, 2 have a COOH group.
SMILES,FXIIa inh 1536,FXIa inh 1536,Thrombin inh,Runt-SMMHC FRET,KLK5 inh,14-3-3 Bad PPI,Runt-CBFb FRET,Hck-Nef inh,Wee1 degr inh
O=C(O)c1cccc(NC(=S)NC(=O)c2ccc(-c3ccccc3)cc2)c1,6,-1,-2,-5,14,-1,-2,30,4
O=C(O)CC(C(=O)OC1CCCCC1)N1CCOCC1 (stereo not given),9,-3,-5,-1,1,2,1,5,0
